Screening results (PubChem)
K1F lysis inhibition – inhibition of K1F phage lysis, E. coli UTI89, bacterial capsule biogenesis inhibitors, alamar blue (AID 488966) | inhibition, % at 100 µM, or IC50 in µM where a hit was titrated | E. coli UTI89 K1F phage lysis, alamar blue, 2 h; higher % means a stronger effect | 340,000 tested, 0.02% active;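 active = phage lysis inhibition, versus mean bacterial control, above a set limit; inconclusive = no clear call, values can overlap the other calls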;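 note: capsule biogenesis inhibitors block K1F phage lysis so surviving cells raise fluorescence; higher fluorescence means more inhibition of phage lysis; actives were called in the ten point dose series up to 300 µM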
SIAH1 antagonists – Siah-1 peptide-binding antagonists, primary screen, biochemical, fluorescence polarization, rhodamine-plectin, uHTS (AID 1817); E3 ubiquitin-protein ligase SIAH1 (Homo sapiens); Siah-1 / rhodamine-plectin peptide fluorescence polarization; higher % means a stronger effect; displacement, % at 20 µM, or IC50 in µM where a hit was titrated; 290,000 tested, 0.02% active;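 active = displacement of at least 50% at 20 µM, with a fluorescence ratio check between 0.3 and a set limit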;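 note: plate controls were Siah plus tracer with DMSO for no effect and tracer alone without Siah for full effect; strong numbers were not always called active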
M1AAP inhibition – P. falciparum M1AAP inhibitors, biochemical, fluorogenic H-Leu-NHMec substrate, 1536-well (AID 1445). Aminopeptidase N (Plasmodium falciparum (isolate 3D7)). recombinant M1AAP, H-Leu-NHMec fluorogenic kinetic assay; higher % means a stronger effect. inhibition, % at 30 µM; hits with a dose series show IC50 in µM. 220,000 tested, 0.42% active;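 active = primary inhibition above the hit cutoff, then over 50% inhibition at one or more dose response concentrations, cut at about 23% in these data, passing the limit was not always enough; inconclusive = conflicting primary data, or primary hits not chosen for dose response; inactive = low primary inhibition, or under 50% at every dose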;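 note: plate controls were DMSO full reaction for no effect and no enzyme background for full effect; strong numbers were not always called active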
PMI inhibition – human PMI inhibitors, high substrate, primary screen, biochemical, fluorescence intensity, high mannose 6-phosphate (AID 1220); Mannose-6-phosphate isomerase (Homo sapiens); inhibition, % at 20 µM, or IC50 in µM where a hit was titrated; 190,000 tested, 0.66% active; recombinant PMI enzyme, coupled fluorescence intensity; higher % means a stronger effect
TNAP activators – human TNAP enzyme activators, primary screen, biochemical, luminescent, no phosphate acceptor, uHTS (AID 1001); purified TNAP, luminescent activation assay, no phosphate acceptor; higher activation fold means a stronger effect; activation fold at 20 µM; hits with a dose series show EC50 in µM; 200,000 tested, 0.03% active; in the data active = activation fold from about 3, or a potency from the dose series; inactive = the rest, 99 in 100 with activation fold below about 1.6; note: many of its hits are not listed in these tables
PMI inhibitors – inhibitors of human PMI, primary screen, biochemical, fluorescence intensity, coupled assay (AID 1209); Mannose-6-phosphate isomerase (Homo sapiens); purified PMI enzyme, coupled fluorescence intensity; higher % means a stronger effect; inhibition, % at 20 µM, or IC50 in µM where a hit was titrated; 190,000 tested, 0.42% active;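 note: plate controls were DMSO vehicle for no effect and wells lacking substrate for full effect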
XIAP displacement – XIAP antagonists, biochemical, IAP family, fluorescence polarization (AID 1018); E3 ubiquitin-protein ligase XIAP (Homo sapiens); XIAP BIR domain, fluorescence polarization peptide displacement; higher % means a stronger effect; displacement, % at 20 µM, or IC50 in µM where a hit was titrated; 200,000 tested, 0.007% active; in the data active = displacement above about 50%; note: a part of the inactive calls stands beside numbers as strong as those of hits
Hep lipid drop – inhibitors of hepatocyte lipid droplet formation, primary screen, imaging, high-throughput imaging, BODIPY stain | inhibition, % at 6.5 µM | 240,000 tested, 0.4% active | AML12 mouse hepatocytes, oleate lipid droplets | AID 1656, 2009;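 active = lipid droplet intensity inhibited by at least 50%, with more than 500 cells counted; inconclusive = wells with under 300 cells, treated as cytotoxic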
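Assay system: AML12 hepatocytes (mouse) / Also added: 100 µM oleic acid challenge / Times: overnight treatment with compound plus oleate / Detection: high-content imaging of BODIPY-stained droplets and DAPI nuclei / Evaluation: % inhibition of lipid droplet signal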
M17LAP inhibition – P. falciparum M17LAP inhibitors, primary screen, biochemical, fluorogenic H-Leu-NHMec substrate, 1536-well (AID 1619); 220,000 tested, 0.38% active; recombinant M17LAP, H-Leu-NHMec fluorogenic kinetic assay; higher % means a stronger effect; one-dose inhibition, % at 30 µM; IC50 in µM for titrated hits; Leucine aminopeptidase (Plasmodium falciparum (isolate 3D7));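 active = compound inhibiting the enzyme by more than half at any dose during confirmatory dose-response retesting; inconclusive = strong single-dose inhibitors picked by rank but not retested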;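 note: plate controls were full reaction with DMSO carrier for no effect and no enzyme background for full effect; strong numbers were not always called active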
Hep lipid drop cells 6.5 µM – second read-out of Hep lipid drop, no call of its own (marks repeat the call); cell count; measured here: cell count, cytotoxicity flag;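 cells counted across two imaged fields per well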
* marks the source's active call; other numbers are inactive results; u = inconclusive; x = no result given; [ ] = remark or other dose. Cut-off read from the data, not from the text of the source, unless noted: active = inhibition above about 50%; inactive = the rest. Compounds as they come; any-hit rate near 1.9%.

SMILES	K1F lysis inhibition	SIAH1 antagonists	M1AAP inhibition	PMI inhibition	TNAP activators	PMI inhibitors	XIAP displacement	Hep lipid drop	Hep lipid drop cells 6.5 µM	M17LAP inhibition
O=C(C(=O)N1CCCc2ccccc21)c1c[nH]c2ccccc12	0.6%	-2%	3%	-7%	0.8	1%	-2.7%	x	x	8%
COc1ccc(-c2noc(CN3CCCCC3)n2)cc1OC	0.4%	2%	7%	4%	1	-2%	-2.9%	x	x	-3%
CCOc1ccc(CN(CCO)CCO)cc1[N+](=O)[O-]	-0.3%	2%	2%	-8%	1.2	-1%	-2.0%	x	x	-2%
COC(=O)/C(C#N)=C/c1c(Oc2cc(C)cc(C)c2)nc2ccccn2c1=O	x	2%	0%	x	x	x	x	-16	734	10%
COc1ccc(NC(=O)CCC(=O)c2cccs2)cc1S(=O)(=O)Nc1ccccc1Cl	4.1%	-8%	10%	2%	1	6%	-4.3%	-10	628	2%
CCOC(=O)c1nc(S(C)(=O)=O)ncc1Cl	-8.3%	2%	1%	1%	1.1	2%	-3.2%	x	x	12%
Cc1[nH]ccc(=O)c1OCc1ccccc1	0.1%	-3%	3%	6%	1.1	6%	-4.0%	-2	716	4%
O=C(c1cccs1)N1CCC(c2nc3c(nnn3Cc3ccccc3)c(=O)[nH]2)CC1	4.4%	1%	4%	-1%	1.1	-12%	-1.4%	x	x	5%
CC(=O)Nc1ccc(/C=N\NC(=O)CNS(=O)(=O)c2ccc([N+](=O)[O-])cc2)cc1	0.0%	-5%	-4%	8%	1.4	10%	-6.0%	15	634	1%
COc1ccc(C2C(C#N)=C(N)Oc3c2sc2nc(C)cc(C)c32)cc1 (stereo not given)	-0.8%	-2%	-1%	-15%	0.9	-6%	-12%	-20	738	2%
CN(C)CCCN(Cc1ccccc1)C(=S)Nc1ccc(OC(F)F)cc1	6.4%	7%	3%	-2%	1.1	6%	-2.8%	-36	543	6%
Cc1cc(C)n(-c2nc3ccccc3n3cnnc23)n1	0.1%	-2%	1%	0%	1.1	-3%	-2.1%	x	x	16%
Cc1ccccc1NC(=O)Cn1c(=O)n(-c2ccc(CC(=O)NCC3CCCO3)cc2)c(=O)c2ccccc21 (stereo not given)	0.2%[50 µM]	-4%	1%	-7%	1.1	-8%	-1.9%	2	699	4%
Cc1ccc(S(=O)(=O)n2ccnc2)cc1C	-0.4%	1%	-1%	-5%	1.2	-4%	-5.1%	x	x	0%
COc1ccc(Cn2nnnc2C(c2ccccn2)N2CCN(c3cc(Cl)ccc3C)CC2)cc1 (stereo not given)	-0.4%[50 µM]	-1%	-3%	-3%	1.1	-13%	-3.3%	x	x	-9%

Structural class, those above containing a Cl atom.
SMILES	K1F lysis inhibition	SIAH1 antagonists	M1AAP inhibition	PMI inhibition	TNAP activators	PMI inhibitors	XIAP displacement	Hep lipid drop	Hep lipid drop cells 6.5 µM	M17LAP inhibition
COc1ccc(NC(=O)CCC(=O)c2cccs2)cc1S(=O)(=O)Nc1ccccc1Cl	4.1%	-8%	10%	2%	1	6%	-4.3%	-10	628	2%
CCOC(=O)c1nc(S(C)(=O)=O)ncc1Cl	-8.3%	2%	1%	1%	1.1	2%	-3.2%	x	x	12%
COc1ccc(Cn2nnnc2C(c2ccccn2)N2CCN(c3cc(Cl)ccc3C)CC2)cc1 (stereo not given)	-0.4%[50 µM]	-1%	-3%	-3%	1.1	-13%	-3.3%	x	x	-9%

(further entries)
SMILES	K1F lysis inhibition	SIAH1 antagonists	M1AAP inhibition	PMI inhibition	TNAP activators	PMI inhibitors	XIAP displacement	Hep lipid drop	Hep lipid drop cells 6.5 µM	M17LAP inhibition
Cc1nn2cc(-c3ccccc3)nc2[nH]c1=O	-0.2%	2%	21%	4%	1	-4%	-2.8%	x	x	-51%
Cc1ccc(N2CCN(C(=O)Nc3cccc([N+](=O)[O-])c3)CC2C)cc1 (stereo not given)	-0.5%	7%	6%	9%	1	14%	-0.5%	-1	646	-1%
N#Cc1nc(-c2ccc(OCc3ccccc3)cc2)oc1NCCN1CCOCC1	x	3%	20%	-1%	1	2%	-3.0%	x	x	4%
Cc1ccc(-n2c(=S)[nH]c3nc4c(cc3c2=O)COC(C)(C)C4)cc1	6.9%	7%	5%	-29%	1.1	-11%	-3.5%	-44	312	-4%
C=C(C)CN(CC)C(=O)CCc1nnc(CCc2c[nH]c3ccccc23)o1	-0.8%	8%	-7%	-8%	1	-4%	-3.7%	-13	625	-3%
Clc1ccccc1/C=C/c1nc(-c2ccccn2)no1	-1.5%	1%	9%	x	x	x	x	2	767	-3%
O=S(=O)(c1cccc2ccccc12)n1nnc2ccccc21	x	1%	-2%	-18%	1.1	-14%	-6.1%	5	754	46%
CCCn1c(SCc2nc(-c3cccs3)no2)nnc1-c1ccncc1	0.8%	11%	-2%	3%	0.9	3%	-2.7%	-4	583	2%
CC(C)c1ccccc1OCCNC(=O)c1cccnc1	2.5%	19%	5%	0%	1.1	-2%	-8.2%	2	679	-2%
COC(=O)c1ccccc1NC(=O)C1CCN(S(=O)(=O)c2cc(C)ccc2OC)CC1	0.4%	0%	-1%	12%	1.1	14%	-4.4%	5	821	4%
O=C(OCC(=O)c1ccc[nH]1)c1ccc2ccccc2n1	0.0%	-3%	5%	16%	1.1	4%	-5.9%	5	685	-2%
CC(O)[C@H]1CN=C(N)N1CCCCC1CCCCC1 (stereo not given in full)	6.2%	-2%	1%	x	x	x	x	23	697	-4%
COCCn1c(SCC(=O)Nc2nnc(C)s2)nnc1-c1cc2ccccc2cc1O	-0.1%	-4%	u	8%	1	8%	-1.3%	x	x	5%
Cn1c(=O)[nH]c(=O)c2c1nc(CN1CCOCC1)n2CCCc1ccccc1	0.1%	2%	4%	12%	1.1	8%	0.1%	-1	696	1%
O=C(O)CCC(=O)Nc1ccc(N2CCCCCC2)cc1	-0.5%	-5%	8%	13%	1	13%	-6.0%	-1	764	36%
COC(=O)c1ccccc1N1CCS(=O)(=O)CC1	2.3%	-3%	6%	-2%	1.1	-4%	-14%	-5	605	1%
CCOC(=O)c1ccc(NC(=O)C2(c3ccc(OC)cc3)CCCC2)cc1	0.7%	6%	-2%	14%	1	19%	-3.0%	-6	536	3%
O=C(CNC(=O)OCc1ccccc1)NC1CCCCCC1	0.7%	8%	2%	-3%	1	-5%	-1.9%	0	647	17%
CCCc1[nH]nc2c1C(c1cccnc1)C(C#N)=C(N)O2 (stereo not given)	0.0%	1%	0%	9%	1	6%	-21%	x	x	9%
Cc1ccc(OCC(=O)Nc2ccc(O)c(-c3nc4ccccc4o3)c2)cc1	0.6%	0%	1%	9%	1.1	10%	-11%	-1	739	1%
CCCNC(=O)Nc1ccc2c(c1)nc(C)n2C	0.1%	-1%	-2%	-2%	1.1	-2%	-1.3%	x	x	-7%
CC(C)CC1NC(=O)N(CC(=O)N2CCN(S(=O)(=O)c3ccccc3)CC2)C1=O (stereo not given)	0.2%	0%	-2%	0%	1.1	0%	-1.7%	x	x	-12%
CCOC(=O)N1CCC(N2Cc3cccc(C(=O)Nc4ccc(CC)cc4)c3C2=O)CC1	1.1%	-2%	-1%	17%	1	21%	-2.5%	6	766	1%
C=C(Cl)COC(=O)[C@H]1C2C=CC(C2)C1C(=O)O (stereo not given in full)	0.9%	12%	4%	11%	1.1	15%	-4.4%	8	689	5%
Cc1nn(C)c(C)c1N=Cc1c(O)ccc2ccccc12	1.4%	-3%	11%	50%*	1	26%	-2.3%	x	x	5%
NC(=O)CC(NC(=O)c1ccccc1)c1ccc(NCCc2ccc(F)cc2)c([N+](=O)[O-])c1 (stereo not given)	0.0%	12%	-2%	x	x	x	x	2	717	-4%
O=C(Cc1ccccc1)N1CCCC(c2nc(-c3cccs3)no2)C1 (stereo not given)	2.2%	6%	7%	3%	1.2	2%	-3.0%	-2	669	0%
S=C(Nc1ccccc1)Nc1cc(Cl)ccc1Oc1ccccc1	1.7%	4%	1%	10%	1.1	10%	-4.2%	-28	680	8%
CCC(C)NC(=O)Cn1nc(C(F)(F)F)c2c1CCC2 (stereo not given)	-0.1%	-9%	-3%	-3%	1.1	2%	-9.7%	-11	707	2%
Cc1cc(C)nc(NC(=O)c2c(-c3ccccc3Cl)noc2C)c1	2.8%[50 µM]	-3%	0%	3%	1.1	2%	-2.4%	-5	767	-5%
CC/C(=N/Nc1ccccc1Cl)c1cnnc(-c2ccccc2)n1	0.5%	3%	-2%	-107%	1	-64%	-4.7%	56*	767*	4%
O=C1c2ccccc2NC(c2cccc(F)c2)N1Cc1ccco1 (stereo not given)	-0.1%	-1%	8%	7%	1.1	10%	-1.8%	-24	526	-10%
O=C(CSc1nc2ccccc2[nH]1)N=Nc1c(O)[nH]c2ccccc12	0.3%	2%	13%	17%	1.9	21%	-13%	11	635	-1%
Cn1cnnc1SCC(=O)NN1C(=O)NC(C)(c2ccccc2)C1=O (stereo not given)	0.2%	0%	2%	x	x	x	x	-7	667	0%
COc1ccc(NC(=S)NCCSc2ccc(Cl)cc2)c(OC)c1	-0.5%	-4%	0%	21%	1.2	23%	-2.2%	-27	593	4%
CCn1c2ccccc2c2nnc(SCC(=O)NC(CC(C)C)C(=O)OC)nc21 (stereo not given)	0.1%	-3%	5%	7%	1.1	-2%	-1.2%	x	x	-5%
CCCOCc1ccc(O)c2ncccc12	-0.1%	10%	-15%	x	x	x	x	-1	714	-21%
CCc1nnc(NC(=O)CSc2nc3cc4c(cc3cc2CC)OCCO4)s1	0.2%	1%	-2%	2%	1	4%	3.4%	4	701	-2%
COC(=O)Nc1ncc(CN2CCc3ccccc3C2)s1	0.2%	3%	3%	15%	1.1	13%	-4.7%	10	749	8%
COc1ccc(OCC(=O)NC(=S)N2CCCc3ccccc32)cc1	1.2%[50 µM]	-2%	3%	-58%	1.1	-28%	-4.3%	-3	781	-1%
O=C(NCC(=O)N(Cc1cccs1)C(C(=O)NC1CCCCC1)c1cccnc1)c1ccco1 (stereo not given)	0.0%	-2%	3%	-4%	1.1	-4%	-6.9%	4	693	-1%
COC(=O)c1cc(Br)c(=O)n(-c2cccc(F)c2)c1	-1.4%	-2%	7%	3%	1.1	4%	-3.3%	x	x	1%
Cc1nc(CNS(=O)(=O)c2ccccc2F)cs1	-0.6%	2%	-12%	28%	1.1	2%	-5.1%	11	761	-2%
